Pf Dd2 growth = blocks growth of Plasmodium falciparum Dd2 parasites | P. falciparum Dd2 growth, SYBR Green, 72 h; hits give low values | activity change, % at 10 µM | actives 2.3% (n = 94,000); in the data active = activity change below about -80%; inconclusive = no clear call, values can overlap the other calls
C diff HTS = C. difficile growth inhibition; Clostridium difficile clinical isolate growth, OD600, 24 h; hits give low values; growth activity, negative = inhibition, % at 16 µg/mL (by protocol); actives 0.25% (n = 86,000); AID 1259249;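 active = mean growth activity at or below -80% and every replicate also at or below -80%; inconclusive = mean at or below -80% but some replicate above -80%; inactive = mean growth activity above -80%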;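 note: 0% = DMSO wells and -100% = levofloxacin 16 µg/mL wells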
T cruzi growth = T. cruzi proliferation inhibition; T. cruzi beta-gal in NIH3T3, GalScreen luminescence, 90 h; inhibition, % at 8.34 µM; actives 5.9% (n = 77,000);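 active = mean inhibition above about 93%, with at least 55% of replicates each passing it, limit read from the data, passing the limit was not always enough; inconclusive = only one of those two conditions holds; inactive = neither condition holds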
GASC1 inh = KDM4C (human) demethylase inhibition | GST-KDM4C 2-372, H3K9me3 peptide, LANCE TR-FRET | inhibition, % at 12.5 µM | actives 0.15% (n = 96,000) | AID 720574;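 active = mean replicate inhibition above about 25%, with at least 55% of replicates also reaching it, limit read from the data, passing the limit was not always enough; inconclusive = only one of those two conditions met; inactive = neither condition met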
Target sequence (Q9H3R0 2-372 limits assumed): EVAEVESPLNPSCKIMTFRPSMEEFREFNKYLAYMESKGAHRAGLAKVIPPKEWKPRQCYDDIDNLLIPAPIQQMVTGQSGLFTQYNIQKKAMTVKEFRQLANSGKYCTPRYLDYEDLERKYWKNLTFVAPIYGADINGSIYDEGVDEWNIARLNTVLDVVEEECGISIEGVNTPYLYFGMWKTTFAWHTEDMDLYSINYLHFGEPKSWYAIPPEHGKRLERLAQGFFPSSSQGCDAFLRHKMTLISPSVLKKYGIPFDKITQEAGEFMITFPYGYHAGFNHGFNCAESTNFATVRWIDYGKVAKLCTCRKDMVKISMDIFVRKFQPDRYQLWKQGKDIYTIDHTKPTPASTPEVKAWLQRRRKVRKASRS
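Test system – GST-tagged GASC-1 (JMJD2C) catalytic fragment, aa 2-372 · Medium – HEPES buffer, pH 7.5, plus ascorbate · Reagent – H3K9me3 peptide with Fe(II)/2OG · Compound – one test concentration per compound · Timing – 30 min reaction, 60 min detection, RT · Technique – TR-FRET with Eu antibody and ULight streptavidin, EDTA stop · Read-out basis – inhibition from TR-FRET ratio decrease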
The depositor's hits bear a star; ? = inconclusive; / = no result given; & = joins results of further samples.

[1] COc1ccccc1NC(=O)N1CCCCN2[C@H](C1)[C@@H](c1ccc(C#CC3CC3)cc1)[C@@H]2CO
[2] C[C@H]1CN([C@@H](C)CO)S(=O)(=O)c2ccc(C3=CCCCC3)cc2O[C@H]1CN(C)C(=O)c1ccccc1
[3] COc1ccc(NC(=O)Nc2ccc3c(c2)C(=O)N([C@H](C)CO)C[C@@H](C)[C@@H](CN(C)CC2CCCCC2)OCCCC[C@H](C)O3)cc1
[4] C[C@H]1CN([C@@H](C)CO)C(=O)c2cc(-c3cccc(F)c3)cnc2O[C@@H]1CN(C)C(=O)C1CCOCC1
[5] CNC(=O)C[C@@H]1CC[C@H]2[C@H](COc3ccc(NC(=O)c4ccccc4Cl)cc3C(=O)N2C)O1
[6] C[C@@H]1CN([C@@H](C)CO)C(=O)c2cc(C#CCC3CCCC3)cnc2O[C@H]1CN(C)S(=O)(=O)c1cccs1
[7] C[C@H]1CN([C@@H](C)CO)S(=O)(=O)c2ccc(C#CC3CC3)cc2O[C@H]1CN(C)C(=O)C1CCC1
[8] CO[C@H]1CN(C)C(=O)c2ccc(NS(C)(=O)=O)cc2OC[C@H](C)N(C(=O)CN(C)C)C[C@@H]1C
[9] COc1ccc(NC(=O)Nc2ccc3c(c2)C(=O)N([C@@H](C)CO)C[C@H](C)[C@@H](CN(C)Cc2ccncc2)O3)cc1
[10] Cc1ccc(S(=O)(=O)Nc2ccc3c(c2)CC(=O)N([C@H](C)CO)C[C@H](C)[C@@H](CN(C)S(=O)(=O)c2ccc(C)cc2)O3)cc1
entry no.,1,2,3,4,5,6,7,8,9,10
Pf Dd2 growth,-57,-37,-75,25,3,-29,-38,35,-22,-34
C diff HTS,1,-4,-8,2,0,-1,-1,/,-1,-1
T cruzi growth,/,65,91,28,21,/,95,-28,-48,-48
GASC1 inh,/,4.5,-1.8,1.1,0.1,-0.1,0.9,-0.7,2.4,-1.7

[11] C[C@@H]1CN([C@@H](C)CO)C(=O)c2cc(NC(=O)C3CCCCC3)ccc2O[C@@H]1CN(C)C(=O)Nc1ccc2c(c1)OCO2
[12] O=C(C[C@H]1C[C@H]2c3cc(NC(=O)Cc4ccncc4)ccc3O[C@H]2[C@@H](CO)O1)NCc1ccc(-c2ccccc2)cc1
[13] CO[C@@H]1CN(C)C(=O)c2ccc(NS(=O)(=O)c3cn(C)cn3)cc2OC[C@@H](C)N(CCC(F)(F)F)C[C@@H]1C
[14] O=C(Nc1ccc2c(c1)OCO2)N[C@H]1CC[C@@H](CCNC(=O)C2CCOCC2)O[C@H]1CO
[15] CO[C@@H]1CC[C@H]2CCOc3ccc(C#N)cc3C(=O)N(C)C[C@H](c3ccccc3)CC(=O)N(C)C[C@H]1O2
[16] C[C@@H](NC(=O)[C@H]1[C@H](CO)[C@H]2Cn3c(ccc(-c4ccccc4)c3=O)[C@@H]1N2C)c1ccccc1
[17] Cc1noc(C)c1S(=O)(=O)N(C)C[C@H]1Oc2ccc(NC(=O)CCCN(C)C)cc2CC(=O)N([C@H](C)CO)C[C@@H]1C
[18] O=C(C[C@H]1CC[C@H]2[C@@H](COC[C@H](O)CN2C(=O)c2ccccc2F)O1)NCc1ccc(-c2ccccc2)cc1
[19] O=C(N[C@@H]1C=C[C@@H](CC(=O)N2CCCCC2)O[C@@H]1CO)c1ccccn1
[20] N#C[C@H]1[C@H](c2ccccc2)[C@@H](CO)N1C(=O)c1cc(Cl)cc(Cl)c1
entry no.,11,12,13,14,15,16,17,18,19,20
Pf Dd2 growth,1,-17,8,/,/,9,14,-55,-30,23
C diff HTS,1,-6,/,1,/,-6,-3,-3&-7,/,5
T cruzi growth,52,/,38,/,-1,17,-12,/,7,57
GASC1 inh,5.6,-0.3,1.8,-0.3,-0.9,1.7,1.0,-2.0,-1.2,-0.9

[21] O=C([C@@H]1[C@@H](CO)[C@@H]2Cn3c(ccc(C4=CCCCC4)c3=O)[C@H]1N2)N1CCC(Cc2ccccc2)CC1
[22] C[C@@H]1CCCCO[C@@H](CN(C)Cc2ccccc2)[C@H](C)CN([C@@H](C)CO)C(=O)c2cc(NS(=O)(=O)c3cn(C)cn3)ccc2O1
[23] CCS(=O)(=O)N1[C@H](CO)[C@@H](c2ccccc2)C12CN(C(=O)C1CCCC1)C2
[24] CCCC#Cc1ccc([C@H]2[C@@H](CO)N3CCCCN(C(=O)NC4CCCC4)C[C@@H]23)cc1
[25] C[C@@H]1CCCCO[C@@H](CN(C)S(=O)(=O)c2cccs2)[C@H](C)CN([C@H](C)CO)C(=O)c2cc(NS(=O)(=O)c3ccccc3)ccc2O1
[26] COc1ccc2c3c(n(C)c2c1)[C@@H](CO)N(C(=O)C1CC1)CC31CCN(Cc2cccc(F)c2)CC1
[27] C[C@@H]1CN([C@H](C)CO)C(=O)c2cc(NC(=O)Cc3ccccc3)ccc2O[C@@H](C)CCCCO[C@@H]1CN(C)Cc1ccc(C(=O)O)cc1
[28] COCC(=O)Nc1ccc2c(c1)C(=O)N(C)[C@@H]1CC[C@H](CC(=O)Nc3cn(C)nc3C)O[C@H]1CO2
[29] CCCNC(=O)N[C@H]1CC[C@H](CCn2cc(-c3cccc(F)c3)nn2)O[C@H]1CO
[30] C[C@@H]1CCCCO[C@@H](CN(C)C(=O)Nc2cccc3ccccc23)[C@@H](C)CN([C@H](C)CO)C(=O)c2cc(N(C)C)ccc2O1
entry no.,21,22,23,24,25,26,27,28,29,30
Pf Dd2 growth,10,-6,45,24,-59,-28,7,-7,20,-23
C diff HTS,-6,10,3,-15,/,13,-1,0,/,6
T cruzi growth,100*,/,/,95,/,/,-10,23,-52,35
GASC1 inh,2.1,0.3,0.2,0.0,-0.7,0.6,2.0,12,0.4,-0.7

[31] O=C(C[C@H]1C[C@@H]2c3cc(NC(=O)C4CCC4)ccc3O[C@@H]2[C@@H](CO)O1)NCc1cc(F)ccc1F
[32] O=C(NCC[C@@H]1CC[C@H](NS(=O)(=O)c2cccc(F)c2)[C@H](CO)O1)Nc1cc(F)ccc1F
[33] N#Cc1ccc(-c2ccc([C@H]3[C@H](CO)N4CCCCN(S(=O)(=O)c5ccccc5)C[C@@H]34)cc2)cc1
[34] O=C(C[C@H]1C=C[C@@H](NS(=O)(=O)c2ccccc2)[C@@H](CO)O1)NCCN1CCCCC1
[35] CN(C)c1ccc2c(c1)[C@H]1C[C@H](CC(=O)NCCc3ccccc3)O[C@H](CO)[C@H]1O2
[36] Cc1ccccc1S(=O)(=O)N1C[C@@H](O)COC[C@@H]2O[C@@H](CC(=O)N3CCCCC3)CC[C@H]21
[37] CCC(=O)N1[C@H](CO)[C@@H](c2ccccc2)[C@@H]1CN(CC)C(=O)c1ccc(F)cc1
[38] CCCC(=O)Nc1ccc2c(c1)C(=O)N(C)C[C@@H](OC)[C@@H](C)CN(C(=O)CC)[C@H](C)CO2
[39] C[C@H]1CN([C@@H](C)CO)C(=O)Cc2cc(NC(=O)Nc3ccc(F)cc3)ccc2O[C@H]1CN(C)Cc1ccncc1
[40] Cc1ccc(S(=O)(=O)Nc2ccc3c(c2)C(=O)N([C@@H](C)CO)C[C@H](C)[C@@H](CN(C)C(=O)Nc2ccccc2)OCCCC[C@@H](C)O3)cc1
entry no.,31,32,33,34,35,36,37,38,39,40
Pf Dd2 growth,-12,5,-36,15,-68,-12,5,/,8,?
C diff HTS,-4,2,20,5,2,/,0,/,4,/
T cruzi growth,32,-8,116*,-62,54,14,49,-65,60,10
GASC1 inh,-0.7,-0.9,-0.5,-1.0,18,0.5,-1.4,0.9,/,-1.1

[41] C[C@@H]1CN([C@@H](C)CO)C(=O)c2cc(-c3cncnc3)cnc2O[C@@H]1CN(C)C(=O)Nc1ccc2c(c1)OCO2
[42] COc1cccc(S(=O)(=O)N[C@@H]2CC[C@@H](CCNC(=O)Nc3cc(F)ccc3F)O[C@@H]2CO)c1
[43] COC(=O)C[C@@H]1CC[C@@H]2[C@H](COc3ccc(NC(=O)c4ccc(OC)cc4)cc3C(=O)N2C)O1
[44] C[C@H]1CN([C@@H](C)CO)C(=O)c2cccc(NS(=O)(=O)c3ccc(Cl)cc3)c2O[C@@H]1CN(C)S(=O)(=O)c1ccc(F)cc1
[45] C[C@@H]1CN([C@H](C)CO)C(=O)c2cc(NC(=O)Nc3ccc4c(c3)OCO4)ccc2O[C@@H](C)CCCCO[C@@H]1CN(C)Cc1ccccc1
[46] CC(C)NC(=O)Nc1ccc2c(c1)C(=O)N([C@@H](C)CO)C[C@H](C)[C@@H](CN(C)S(=O)(=O)c1ccc(F)cc1)OCCCC[C@H](C)O2
[47] C[C@@H]1CCCCO[C@@H](CN(C)C(=O)CCCN(C)C)[C@H](C)CN([C@@H](C)CO)C(=O)c2cc(NS(=O)(=O)c3cccs3)ccc2O1
[48] CC(C)NC(=O)N(C)C[C@H]1OCCCC[C@H](C)Oc2ccc(NS(=O)(=O)c3cccs3)cc2C(=O)N([C@@H](C)CO)C[C@H]1C
[49] C[C@H](CO)N1C[C@H](C)[C@H](CN(C)Cc2ccc(-c3ccccc3)cc2)OCc2cnnn2CCCC1=O
[50] CO[C@@H]1CN(C)C(=O)c2ccc(NC(C)=O)cc2OC[C@H](C)N(C(=O)c2ccncc2)C[C@@H]1C
entry no.,41,42,43,44,45,46,47,48,49,50
Pf Dd2 growth,58,-5,-6,12,-77,/,24,/,-32,18
C diff HTS,-6,1,-2,-12,-3,1,5,4,-2,/
T cruzi growth,44,-41,6,40,-5,-29,11,-38,63,27
GASC1 inh,1.6,-1.1,-0.6,0.6,0.7,-1.2,1.2,0.5,0.2,0.4

[51] CC(=O)N(C)C[C@H]1Oc2cc(C#Cc3cccc(F)c3)ccc2S(=O)(=O)N([C@H](C)CO)C[C@@H]1C
[52] CN(C)C(=O)C[C@@H]1CC[C@@H]2[C@H](COC[C@H](O)CN2S(=O)(=O)c2ccccc2)O1
[53] CCC(=O)N1C[C@@H](C)[C@@H](OC)CN(C)C(=O)c2cc(NS(=O)(=O)CC)ccc2OC[C@H]1C
[54] Cc1noc(C)c1NC(=O)N(C)C[C@@H]1Oc2ccc(NC(=O)Nc3ccc4c(c3)OCO4)cc2C(=O)N([C@H](C)CO)C[C@@H]1C
[55] CC(=O)N1[C@H](CO)[C@@H](c2ccccc2)C12CN(C(=O)c1cnccn1)C2
[56] C[C@@H]1CN([C@H](C)CO)C(=O)c2cc(-c3ccncc3)cnc2O[C@@H]1CN(C)C(=O)c1cccc(F)c1
[57] COc1ccc(NC(=O)Nc2cccc3c2O[C@@H](CN(C)Cc2ccc(Oc4ccccc4)cc2)[C@H](C)CN([C@H](C)CO)C3=O)cc1
[58] CC(C)NC(=O)N(C)C[C@H]1Oc2cc(C3=CCCC3)ccc2S(=O)(=O)N([C@@H](C)CO)C[C@@H]1C
[59] C[C@@H]1CN([C@H](C)CO)C(=O)Cc2cc(NC(=O)Cc3ccccc3)ccc2O[C@@H]1CN(C)Cc1ccc(Cl)c(Cl)c1
[60] COc1ccc(NC(=O)N(C)C[C@@H]2Oc3ccc(N(C)C)cc3CC(=O)N([C@@H](C)CO)C[C@H]2C)cc1
entry no.,51,52,53,54,55,56,57,58,59,60
Pf Dd2 growth,-31,-43,17,7,17,21,-8,2,-24,3
C diff HTS,5,1&-7,/,0,-3,1,11,-5,82,-3
T cruzi growth,64,/,-16,-16,/,8,68,39,89,18
GASC1 inh,-2.8,2.6,-0.1,0.7,-1.8,-1.6,-0.8,-1.5,-0.6,1.6

3 structures already listed, sorted by formula weight, smallest number first.
[16] C[C@@H](NC(=O)[C@H]1[C@H](CO)[C@H]2Cn3c(ccc(-c4ccccc4)c3=O)[C@@H]1N2C)c1ccccc1
[36] Cc1ccccc1S(=O)(=O)N1C[C@@H](O)COC[C@@H]2O[C@@H](CC(=O)N3CCCCC3)CC[C@H]21
[11] C[C@@H]1CN([C@@H](C)CO)C(=O)c2cc(NC(=O)C3CCCCC3)ccc2O[C@@H]1CN(C)C(=O)Nc1ccc2c(c1)OCO2
entry no.,16,36,11
Pf Dd2 growth,9,-12,1
C diff HTS,-6,/,1
T cruzi growth,17,14,52
GASC1 inh,1.7,0.5,5.6
